Source: PubChem (National Center for Advancing Translational Sciences (NCATS))
S2 tox: reduces viability in counter-screen for ATXN expression inhibitors. Potency, µM (doses to about 56.7 µM), most hits filed as cytotoxic. AID 651635. actives 0.49% (n = 400,000). S2 cells (HEK-293 line with an ATXN2-luciferase reporter) viability, CellTiter-Fluor protease fluorescence, 24 h; also: potency is read from the fitted curve at half-maximal effect; nearly all actives have a fitted effect of over 40% in size
MCF10A rereplic: inducers of DNA re-replication in MCF 10A breast cells; MCF 10A DNA re-replication, Hoechst nuclear intensity, 48 h; Potency, µM (titrated, usually from 46.1 µM), for the others: top-dose activity, positive = re-replication, hits mostly activators; actives 2.9% (n = 350,000); also: potency is read from the fitted curve at half-maximal effect; % of control where 0% means no effect; nearly all actives have a fitted effect of over 50% in size
IL-1B inflam inh: inflammasome signaling inhibition, IL-1 beta readout; THP-1 LPS/ATP IL-1B secretion, AlphaLISA, 16 h; active compounds read low; activity change, % at 57.5 µM; actives 4.7% (n = 360,000); AID 743279; in the data active = activity change below about -50%; inconclusive = mostly about -30% to -49%; also: % is scaled to controls: 0 for no effect and ±100 for the full control effect
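Secreted IL-1B measured by AlphaLISA bead assay after 16 h compound exposure of THP-1 cells; compounds (final up to 57.5 uM) added 1 h before LPS (250 ng/mL) and ATP (1.25 mM) stimulation; lower signal means less secretion.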
Nrf2 ARE act: activates Nrf2 signaling. Potency, µM (top dose mostly 46.1 µM), inactives show at the highest dose activation, actives largely listed as activators. actives 0.31% (n = 410,000). AREc32 ARE-luciferase reporter (MCF7-derived line), luminescence, 24 h; also: potency is read from the fitted curve at half-maximal effect; % of control where 0% means no effect; nearly all actives have a fitted effect of over 65% in size
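Luminescent ARE reporter assay in AREc32_Fluc cells: overnight plating at 37 deg C, 24 hr compound incubation, Steady-Glo added, 30 min RT before reading.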
ATXN2 expr inh: reduces ATXN2 reporter expression in HEK-293 cells; HEK-293 ATXN2-luciferase reporter, luminescence, 24 h; Potency, µM (doses to about 57 µM), without a hit: at the top dose activity change, negative = inhibition, hits mostly inhibitors; actives 0.72% (n = 360,000); also: potency is read from the fitted curve at half-maximal effect; % is scaled to controls: 0 for no effect and ±100 for the full control effect; nearly all actives have a fitted effect of over 55% in size
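qHTS (up to 57 uM final) was run with 24 h compound exposure of reporter cells at 37 °C. Each well was multiplexed: SteadyGlo luminescence measured ATXN2-luciferase expression after a fluorogenic Gly-Phe-AFC viability readout (25 uM final).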
A549 viability: A549 cytotoxicity, counter-screen for Nrf2 inhibitors; A549 ARE-Fluc cells, CellTiter-Fluor viability, 18-24 h; actives 0.16% (n = 390,000); Potency, µM (titrated, usually from 46 µM), without a hit: at the top dose activity change, negative = cytotoxicity, most hits filed as inhibitors; also: potency is read from the fitted curve at half-maximal effect; % is scaled to controls: 0 for no effect and ±100 for the full control effect
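A549 ARE_Fluc cells in 5% FBS OPTI-MEM were exposed to compounds in concentration-response for 18-24 h at 37 deg C. Viability was read by CellTiter-Fluor fluorescence (Ex 405/Em 525) after 30 min, before the luciferase read.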
TGFb SMAD3 inh: blocks TGF-b signaling | HepG2 CAGA-GFP TGF-b/SMAD3 reporter, GFP fluorescence, 18 h; TGF-beta stimulated, 500 pg/mL final | Potency, µM (series often up to 46.1 µM), without a hit: top-dose activity, negative = inhibition, usual class: inhibitors | actives 1.2% (n = 410,000); also: potency is read from the fitted curve at half-maximal effect; % is scaled to controls: 0 for no effect and ±100 for the full control effect; nearly all actives have a fitted effect of over 65% in size
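HEPG2 CAGA-GFP reporter cells (1000/well, DMEM with 1% FBS) received compounds, then recombinant TGF-beta at 500 pg/mL final for 18 hours at 37 degrees C. Per-cell GFP summed per well was normalised to unstimulated and stimulated DMSO controls before curve fitting.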
HepG2 tox: kills HepG2 cells in TGF-b inhibitor counter-screen; HepG2 CAGA-GFP viability, ATP luminescence, 18 h; Potency, µM (top dose mostly 46.1 µM), without a hit: at the highest dose activity change, negative = cytotoxicity, actives largely listed as cytotoxic; actives 0.76% (n = 410,000); also: potency is read from the fitted curve at half-maximal effect; some results filed as inactive show a strong effect at the top dose
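CellTiter-Glo luminescence gave cytotoxicity after 18 hours at 37 degrees C. The cells were HepG2 CAGA-GFP in 1% FBS DMEM, stimulated with 500 pg/mL TGF-beta after compound addition. %Activity was normalised to no-cell wells (complete cell-killing) and DMSO (no toxicity), and curves were fitted and classified.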
Nrf2 block: blocks Nrf2 signaling; actives 2.1% (n = 360,000); A549 ARE-Fluc reporter, luciferase luminescence, 18-24 h; Potency, µM (series often up to 46 µM), for inactives: at the top dose activity change, negative = inhibition, actives largely listed as inhibitors; also: potency is read from the fitted curve at half-maximal effect; % is scaled to controls: 0 for no effect and ±100 for the full control effect; nearly all actives have a fitted effect of over 60% in size
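Two sequential reads on A549 ARE_Fluc cells exposed to compound for 18-24 h: a CellTiter-Fluor fluorescence read for viability, then a luciferase luminescence read for Nrf2/ARE activity.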
Starred values were filed as active, the others as inactive; i = inactive; ? = inconclusive; . = not tested or not shown; ! = not active in a repeat; [ ] = another dose, or the depositor's remark. Unless noted, calls follow the shape of the dose curve; as a rule, active = well fitted curve in the direction sought with a large enough effect; inconclusive = small, poorly fitted or top-dose-only effect, or another doubt; inactive = no such curve, though single readings can be large; an effect the other way counts as inactive or inconclusive. These rows are one share of the data; rates above refer to the full screens.

SMILES	S2 tox	MCF10A rereplic	IL-1B inflam inh	Nrf2 ARE act	ATXN2 expr inh	A549 viability	TGFb SMAD3 inh	HepG2 tox	Nrf2 block
COc1ccccc1N1C(=O)NC(=O)C2(Cc3cc(C)ccc3N(C)C2)C1=O (centres undefined)	i	6%	18	7.1%	-4%	1%	13%	-13%	6%
CC1CN(c2ccc([N+](=O)[O-])c3cccnc23)CC(C)N1 (centres undefined)	i	0%	-5	3.7%	-12%	-19%	-2%	-9%	8%
CCCC(=O)NC(Oc1ccccc1Cl)C(Cl)(Cl)Cl (centres undefined)	i	-9%	26	-0.3%	-6%	-8%	3%	-12%	1%
Cc1nc2c(c(C)nn2-c2ccccc2)c(C)c1CCC(=O)N1CCC2(CC1)OCCO2	?	1%	0	-0.6%	-6%	-3%	8%	4%	14%
CCOC(=O)C1(CCc2ccccc2)CCN(Cc2csc(C(C)=O)c2)CC1	i	24%	-1	16%	-25%	?	-25%	-29%	15µM*
C=CCn1c(O)c(C(C)=NCCN2CCCCC2)c(=O)[nH]c1=O	i	2%	4	0.4%	7%	-1%	-13%	0%	20%
COP(=O)(NC(C)=O)SC (centres undefined)	i	0%	-2	0.3%	-4%	2%	-1%	-3%	5%
O=C1NC(=O)C2(CCCc3ccc(N(CCCl)CCCl)cc32)N1 (centres undefined)	i	18µM*	-6	1.7%	?	-3%	0%	-15%	?
COc1ccc(C(CNC(=O)CCc2ccsc2)N(C)C)cc1 (centres undefined)	i	1%	-18	2.8%	5%	-2%	17%	-12%	?
CC(=O)NCC(=O)Nc1ccc(Br)cc1C(=O)c1ccccc1	?	-18%	.	2.5%	-2%	4%	-18%	-35%	3%
Cn1c(O)c(C2=NN(C(=O)CCl)C(c3ccccc3)C2)c(=O)n(C)c1=O (centres undefined)	i	4%	3	1.9%	.	-9%	-14%	-1%	-15%
Cn1c(O)c(/C=N/Nc2ccccc2)c(=O)n(C)c1=O	i	6.5µM*	-14	4.3%	-21%	-5%	4%	1%	-24%
CC(C)CN1CCN(Cc2ccccc2C(F)(F)F)CC1CCO (centres undefined)	i	16%	-20	0.1%	22%[11.3 µM]	-1%	8%	-1%	12%
Cc1ccccc1CC(=O)N(CCN(C)C)CC1CCCN(Cc2ccccc2F)C1 (centres undefined)	i	1%	?	0.4%	0%	-18%	-16%	-17%	6%
COc1ccc(S(=O)(=O)N2Cc3ccccc3-n3nncc3C2)cc1	i	.	33	0.0%	-8%	.	2%	7%	.
Nc1nonc1-n1nnc(C(=O)N/N=C/c2ccc3c(c2)OCO3)c1CSc1ccccc1	i	0%	3	0.3%	-17%	-8%	29%	10%	?
FC(F)(F)c1ccc2c(c1)N(CCCN1CCN(CCCl)CC1)c1ccccc1S2	?	?	-116*	3.8%	?	?	?	-76%	?
Cc1c(C(=O)Nc2ccccc2)cc(-c2ccccc2)n1CCCN1CCOCC1	i	2%	-17	0.9%	-14%	1%	19%	-29%	-10%
COc1cc2c(C(=O)O)c(C)n(C)c2cc1Br	i	-3%	-1	0.1%	3%	1%	-1%	0%	-15%
O=C(NCCN1CCCCC1)c1ccc(Cl)nc1Cl	?	2%	-12	0.6%	.	0%	14%	-3%	?

Three entries from above, sorted by count of non-hydrogen atoms, ascending:
SMILES	S2 tox	MCF10A rereplic	IL-1B inflam inh	Nrf2 ARE act	ATXN2 expr inh	A549 viability	TGFb SMAD3 inh	HepG2 tox	Nrf2 block
COc1cc2c(C(=O)O)c(C)n(C)c2cc1Br	i	-3%	-1	0.1%	3%	1%	-1%	0%	-15%
CCCC(=O)NC(Oc1ccccc1Cl)C(Cl)(Cl)Cl (centres undefined)	i	-9%	26	-0.3%	-6%	-8%	3%	-12%	1%
CCOC(=O)C1(CCc2ccccc2)CCN(Cc2csc(C(C)=O)c2)CC1	i	24%	-1	16%	-25%	?	-25%	-29%	15µM*

Other structures:
SMILES	S2 tox	MCF10A rereplic	IL-1B inflam inh	Nrf2 ARE act	ATXN2 expr inh	A549 viability	TGFb SMAD3 inh	HepG2 tox	Nrf2 block
C=CCOc1ccc(CC2C(=O)N(C)C(=O)N(C)C2=O)cc1	i	-10%	33	0.5%	-2%	-8%	1%	7%	-5%
CCOc1ccc(NCc2cccn2-c2nnc(N3CCC(C(=O)NCC(C)c4ccccc4)CC3)s2)cc1 (centres undefined)	.	.	.	1.0%	.	1%	.	-4%	15µM*
Cc1nc2c(-c3ccccc3)c(C)nn2c(C)c1CCC(=O)N1CCC2(CC1)OCCO2	i	18%	-11	-0.3%	-7%	1%	-14%	-24%	?
Clc1ccccc1C1=NCc2nncn2-c2sc(Br)cc21	i	-5%	12	-0.1%	7%	2%	3%	18%	-25%
CCOP(=O)(OCC)c1nc(-c2ccccc2)oc1NCc1ccccc1	i	7%	-25	1.2%	5%	-1%	16%	-1%	6%
COC(=O)C1=C(c2c(C)noc2C)C[C@@H]2CC[C@H]1N2C(=O)N1CCC(C)CC1	i	-4%	13	-1.0%	2%	-11%	0%	1%	8%
Cc1nc(C)c(C(=O)NN=Cc2ccc(N(CCCl)CCCl)cc2)s1	i	?	0	0.0%	?	8%	?	-6%	-18%
COc1cc2c(cc1OC)C(C1c3cc4c(cc3CCN1C)OCO4)OC2=O (centres undefined)	i	-2%	1	0.0%	?	9%	13%	-40%	14%
Cc1ccc(-n2c(O)c(C=NCCC3=CCCCC3)c(=O)[nH]c2=O)cc1	?	20%	-7	0.0%	?	-1%	-1%	4%	-15%
Cc1ccc(-c2nc3ccccc3c(=O)n2-c2ccccn2)cc1	i	?	18	0.4%	14%	-6%	5%	6%	5%
CCn1c(C)cc(/C=C2\C(=O)NC(=O)N(c3ccccc3C)C2=O)c1C	i	-4%	8	-0.2%	-4%	0%	19%	1%	13%
CN1C(=O)NC(c2cccc(O)c2)C(C(=O)c2cccs2)C1(O)C(F)(F)F (centres undefined)	i	0%	3	2.6%	8%	1%	-3%	-18%	?
COC(=O)c1cccc(NC(=O)N2C[C@H]3C[C@@H](C2)c2cccc(=O)n2C3)c1	i	-4%	19	0.7%	7%	0%	11%	2%	3%
Cc1ccc(Cn2cc(C=O)c(-c3ccc(F)cc3)n2)cc1	i	0%	2	2.0%	23%	-2%	-2%	9%	4%
O=C(CCC1CCCC1)c1c(O)c2ccccc2oc1=O	?	18µM*	-11	6.0%	?	?	-10%	-32%	21µM*
COC1=CC(=O)[C@]2(C=C1OC)OC[C@@H]1Oc3c(ccc4c3C=CC(C)(C)O4)C(=O)[C@@H]12	?	-7%	-4	5.7%	?	-10%	-12%	-13%	0.65µM*
CCn1ccnc1CN1CCCC(C(=O)c2cc(Cl)ccc2OC)C1 (centres undefined)	i	-52%[inhibitor]	-75*	2.2%	-35%	4%	-15%	0%	?
Cc1ccc(N=Nc2cc(C)ccc2N)cc1	i	?	10	2.6%	7%	-9%	?	-39%	?
O=c1[nH]c(=O)n(Cc2ccc(F)cc2)c(O)c1/C=N/Nc1ccccc1	?	7%	10	0.6%	-31%	-4%	0%	-30%	?
COc1ccc(OC(=O)N(C)C[C@@H]2OCc3ccccc3-c3c(n(C)c4ccccc34)C(=O)N([C@H](C)CO)C[C@@H]2C)cc1	?	.	-11	-1.5%	?	.	?	-28%	.
C#CC[N+]1(C)[C@@H]2CC(OC(=O)C(CO)c3ccccc3)C[C@H]1C(O)C2 (some centres undefined)	i	-9%	-16	-0.3%	.	?	1%	-9%	-11%
CN=C(SCC(=O)c1cccc(Cl)c1)c1c(O)n(C)c(=O)n(C)c1=O	i	?	4	19%	?	2%	4%	8%	-1%
CCOC(=O)C(=O)NC1CCSC1=O (centres undefined)	i	16%	-6	1.8%	13%	4%	-12%	-48%	4%
Cc1ccc(C2=NN(CCC(=O)N3CCC4(CC3)OCCO4)C(=O)CC2)cc1	i	1%	12	0.2%	0%	6%	-7%	-2%	2%
Cc1noc(C)c1CSCC(=O)Nc1ccc(C#N)c(Cl)c1	i	5%	-14	0.8%	-9%	0%	1%	0%	-3%
O=C(COc1ccc(Cl)cc1)Nc1ccc(Cl)cc1C(=O)c1ccccc1	.	.	.	-0.2%	.	-3%	3%	-17%	5%
Clc1ccccc1CN1CCNCC1	i	-5%	18	-0.7%	-5%	5%	12%	-2%	15%
CCOc1cc2c(cc1OCC)-n1cccc1C(c1ccccc1F)NC2 (centres undefined)	i	?	?	6.7%	13%	-9%	49%[activator]	-1%	-9%
O=c1[nH]c(=O)n(Cc2ccccc2)c(O)c1C=NCCCn1ccnc1	i	20%	-2	0.0%	3%	0%	43%	-13%	-10%
O=C1NCCOC(=O)[C@H](Cc2ccc(F)cc2)CC/C=C/C[C@@H]1CC(=O)N(CCO)Cc1ccccc1	i	0%	29	0.4%	-4%	-1%	?	-13%	-17%
CC(C)[C@@]1(NC(=O)[C@@H]2C[C@@H]3c4cccc5[nH]cc(c45)C[C@H]3N(C)C2)O[C@@]2(O)[C@@H]3CCCN3C(=O)[C@H](Cc3ccccc3)N2C1=O	?	21µM*!	0	0.1%	3%	0%	-3%	8%	-6%
O=C1/C(=C/c2ccccc2)C[C@@]2(O)[C@H]3Cc4ccc(O)c5c4[C@@]2(CCN3CC2CC2)C1O5 (some centres undefined)	7.1µM*	4.6µM*	-108*	-4.4%	3.5µM*	?	5.6µM*	10µM*	12µM*
Cc1ccc(-n2c(O)c(C=NCCN3CCOCC3)c(=O)[nH]c2=O)cc1	i	-4%	16	-1.0%	3%	2%	0%	-3%	10%
COc1cccc(CN2CCCCC2c2cccnc2)c1 (centres undefined)	i	-10%	4	0.2%	4%	0%	-11%	-16%	-3%
FC(F)(F)c1cc(-c2ccccc2)nc(N2CCCCCC2)n1	i	?	2	0.3%	5%	6%	?	6%	.
